TTR transcr act: TTR transcription activation, primary screen. actives 1.3% (n = 92,000). SH-SY5Y TTR promoter Gaussia luciferase, luminescence; 100% = recombinant luciferase protein wells. activation, % at 16.7 µM;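 active = activation above the mean of all tested compounds plus 3 SD, cut at about 9.5% in these data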;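 also: cells exposed to compounds for one day before reading; 0% = median of all test compound wells on the plate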
Active calls of the source: *.

A first look:
SMILES	TTR transcr act
Cc1ccc(-n2ncc(C#N)c2/N=C/N2CCN(C)CC2)cc1	4.5
O=C(Nc1nc2ncccn2c1-c1ccc(C(F)(F)F)cc1)c1ccccc1	0.8
CNS(=O)(=O)c1cccc(C(=O)OCCCOC(=O)c2cccc(S(=O)(=O)NC)c2)c1	-0.8
CC(C)(CC(=O)c1ccccc1)CC(=O)c1ccccc1	0.1
O=S(=O)(c1ccccc1)c1nc(-c2ccco2)oc1N1CCCCCC1	1.5
O=C(NNC(=O)c1cccc2ccccc12)c1cccc(Cl)c1	-0.8
Nc1nc(Cl)cc(NCCc2ccc(O)cc2)n1	-1.1
COc1ccc2c(C)cc(=O)sc2c1	1.1
Cc1nc(C)c(CC(=O)N2CCc3c([nH]c4ccccc34)C2c2ccccn2)s1 (configuration not stated)	0.1
CC(C)c1ccc2[nH]c(O)c(N=NC(=S)NCCc3ccccc3)c2c1	11.8*
COc1ccccc1OCc1cc(C(=O)N(C)CCC2CCCCO2)no1 (configuration not stated)	0.8
COc1cc2oc(=O)cc(CN3CCN(c4ccccc4OC)CC3)c2cc1Cl	-0.2
O=Cc1c[nH]c2ccc(NC(=O)OCc3ccccc3)cc12	3.0
O=C(NC(=S)NN1CCCCC1c1cccnc1)c1ccc(Br)cc1 (configuration not stated)	-0.4
Cc1ccc(C(=O)Oc2coc(CSc3ncccn3)cc2=O)cc1[N+](=O)[O-]	-1.2
CC(=O)c1cccc(N(CC(=O)Nc2ccc(F)cc2F)S(C)(=O)=O)c1	2.5
COc1cc(OC)cc(C(=O)NCCCN2CCOCC2)c1	-1.5
Nc1nc2c(C(=O)N3CCOCC3)nnn2c2ccccc12	-1.1
O=C(O)Cc1cc(=O)[nH]n(-c2ccccc2)c1=O	2.2

The whole of this part, from the start:
SMILES	TTR transcr act
Cc1ccc(-n2ncc(C#N)c2/N=C/N2CCN(C)CC2)cc1	4.5
O=C(Nc1nc2ncccn2c1-c1ccc(C(F)(F)F)cc1)c1ccccc1	0.8
CNS(=O)(=O)c1cccc(C(=O)OCCCOC(=O)c2cccc(S(=O)(=O)NC)c2)c1	-0.8
CC(C)(CC(=O)c1ccccc1)CC(=O)c1ccccc1	0.1
O=S(=O)(c1ccccc1)c1nc(-c2ccco2)oc1N1CCCCCC1	1.5
O=C(NNC(=O)c1cccc2ccccc12)c1cccc(Cl)c1	-0.8
Nc1nc(Cl)cc(NCCc2ccc(O)cc2)n1	-1.1
COc1ccc2c(C)cc(=O)sc2c1	1.1
Cc1nc(C)c(CC(=O)N2CCc3c([nH]c4ccccc34)C2c2ccccn2)s1 (configuration not stated)	0.1
CC(C)c1ccc2[nH]c(O)c(N=NC(=S)NCCc3ccccc3)c2c1	11.8*
COc1ccccc1OCc1cc(C(=O)N(C)CCC2CCCCO2)no1 (configuration not stated)	0.8
COc1cc2oc(=O)cc(CN3CCN(c4ccccc4OC)CC3)c2cc1Cl	-0.2
O=Cc1c[nH]c2ccc(NC(=O)OCc3ccccc3)cc12	3.0
O=C(NC(=S)NN1CCCCC1c1cccnc1)c1ccc(Br)cc1 (configuration not stated)	-0.4
Cc1ccc(C(=O)Oc2coc(CSc3ncccn3)cc2=O)cc1[N+](=O)[O-]	-1.2
CC(=O)c1cccc(N(CC(=O)Nc2ccc(F)cc2F)S(C)(=O)=O)c1	2.5
COc1cc(OC)cc(C(=O)NCCCN2CCOCC2)c1	-1.5
Nc1nc2c(C(=O)N3CCOCC3)nnn2c2ccccc12	-1.1
O=C(O)Cc1cc(=O)[nH]n(-c2ccccc2)c1=O	2.2
COc1ccc(F)c(CN2CCC(n3nccc3NC(=O)C3CCOC3)CC2)c1 (configuration not stated)	0.5
CC1CCN(c2nc3nonc3nc2Nc2ccc(F)cc2)CC1	-1.6
N#CCc1nn(-c2ccc(F)cc2)c(N)c1C#N	-1.3
Cc1cc(O)cc2c1C(=O)/C(=C/c1ccco1)O2	-1.1
Cc1c(Cl)cccc1NC(=S)N1CCC(C(N)=O)(N2CCCCC2)CC1	2.6
CCOc1ccc(CCNC(=O)c2ccc(C)c(N3CCCC3=O)c2)cc1OCC	0.4
O=C(OCC(=O)N1CCCC1)c1c(Cl)ccc(Cl)c1Cl	0.7
CCOc1cc(CNCc2ccncc2)cc(Br)c1OCc1ccc(F)cc1	-2.9
O=C1C=C(c2cccnc2)CCC1	-1.6
CC(C)(C)NC(=O)C(c1ccncc1)N(Cc1cccs1)C(=O)Cn1nnc(-c2ccc(F)cc2)n1 (configuration not stated)	-1.5
C=CCNc1ccc(F)c(F)c1N1CCCCCC1=O	-0.9
Cc1ccc(CN2CCCNC2=O)cc1	2.5
COc1ccccc1N1C(=O)C2C(C(=O)c3ccccc3)=NN(c3ccc(Br)cc3)C2C1=O (configuration not stated)	-4.3
COc1cc2c(cc1OC)C1(C)N(CC2)C(C(C)=O)=NN1c1ccc(Cl)cc1 (configuration not stated)	-1.5
O=C1CCCC2(O)C1C(c1cccc(Br)c1)NC(=O)N2Cc1ccccc1 (configuration not stated)	1.8
CCOC(=O)c1ccc(NC(=O)CSc2nc(N3CCOCC3)nc(N3CCOCC3)n2)cc1	0.9
COc1ccc(NC(=O)COC(=O)CCNS(=O)(=O)c2ccccc2)cc1OC	2.5
COc1ccccc1C(=O)COC(=O)CN1C(=O)c2ccccc2C1=O	-1.4
CCCC(=O)N1CCCC1(C)C(=O)Nc1cc(OC)c(OC)c(OC)c1 (configuration not stated)	7.0
C[C@H]1CN([C@@H](C)CO)C(=O)c2cc(-c3cccc(F)c3)cnc2O[C@H]1CN(C)C(=O)c1cnccn1	-1.4
O=C(Cn1cnc([N+](=O)[O-])n1)N/N=C/c1cc(Cl)ccc1O	-0.1
O=C(O)c1ccccc1C(=O)NNc1ccc(Cl)cc1Cl	5.7
Cc1cc(C)cc(CC2CC(=O)N(c3ccc(Cl)cn3)C2=O)c1 (configuration not stated)	3.8
Cc1ccccc1-n1ncc2c(SCC(=O)N3c4ccccc4CC3C)ncnc21 (configuration not stated)	-1.7
COc1ccc(C2CC(c3ccc(Cl)cc3)=NN2c2ccc(S(N)(=O)=O)cc2)cc1 (configuration not stated)	0.2
FC(F)(F)c1cc(-c2ccco2)nc(N2CCN(Cc3ccccc3)CC2)n1	-0.2
COC(=O)c1ccccc1NC(=O)CSc1nncn1-c1cccnc1	-1.4
CCOC(=O)CSc1nc(C)cc(=O)[nH]1	-1.5
CCCCNc1ccc2oc(-c3ccc(OC)cc3)c(-c3ccc(OC)c(F)c3)c2c1	-1.1
CCN(CC)Cc1nc2nc(Cl)c(Cl)nc2[nH]1	0.7
Cc1cc(SCC(=O)Nc2ccccc2)n2ncc(-c3ccccc3)c2n1	3.2
CCOc1ccc(-c2nnc(SCC(=O)Nc3cc(C)on3)o2)cc1	-1.5
CC(Oc1cc(-c2ccccc2)cc2ccccc12)C(=O)N1CCOCC1 (configuration not stated)	-2.2
CCOC(=O)C1CCN(C(=O)COc2ccc(Br)cc2)CC1	0.7
N#C/C(=C/c1ccccc1[N+](=O)[O-])c1nc(C2CC2)cs1	0.3
COc1ccc(NC(=O)/C(C#N)=C\c2cc(C)n(-c3ccc4c(c3)OCO4)c2C)cc1	-3.0
COc1ccc(NC(=O)C2CCN(c3cc(-c4ccccc4)nc4ncnn34)CC2)cc1OC	0.5
O=c1c(-c2ccc3c(c2)OCCO3)coc2cc(O)cc(O)c12	1.6
CCCCC12CN3CC(C)(CN(C1)C3c1ccc([N+](=O)[O-])o1)C2=O (configuration not stated)	0.7
Cc1cccc(N2CCN(C(=O)Cc3cn(C)c4ccccc34)CC2)c1C	-1.4
O=[N+]([O-])c1ccc(N2CCN(c3ccc(O)cc3)CC2)c(Cl)c1	-2.1
Continuation.
SMILES	TTR transcr act
CCOc1ccccc1C1C(C#N)=C(N)N(N(C)C)C2=C1C(=O)CCC2 (configuration not stated)	1.6
COc1ccc(/C=N/NC(=O)CCCOc2ccc(Cl)cc2Cl)cc1	1.3
Cn1c(CSCc2ccccc2)n[nH]c1=S	-1.4
O=C(NCc1ccc2c(c1)OCO2)C(=O)NCC1OCCCN1S(=O)(=O)c1cc(F)ccc1F (configuration not stated)	-0.2
CS(=O)CCC(NS(=O)(=O)c1ccccc1)C(=O)O (configuration not stated)	5.6
CCc1ccc(-c2nc(CN3CCC(C(=O)N4CCN(c5ccccc5)CC4)CC3)c(C)o2)cc1	-5.5
COC(=O)c1cc(-c2ccc(C)cc2)c(=O)n2c1CCC2	0.5
N#CC1=C(C2CC2)CC(c2ccccc2)C(C#N)=C1N (configuration not stated)	1.9
c1ccc2oc(-c3ccc(Nc4nc(N5CCOCC5)nc(N5CCOCC5)n4)cc3)nc2c1	10.4*
CNC(=O)C[C@@H]1C(=O)N(Cc2ccccc2)CC1(C)C	-0.9
COc1ccccc1N(CC(=O)NCC1CCCO1)C(=O)CNS(=O)(=O)c1ccccc1 (configuration not stated)	1.1
CN(Cc1ccc(CNC[C@H]2O[C@@H](n3cnc4c(N)ncnc43)[C@H](O)[C@@H]2O)o1)S(C)(=O)=O	3.4
N#Cc1nc(COc2ccc(F)cc2)oc1NCCN1CCOCC1	-0.8
COC(=O)[C@]12C[C@H](CC(=O)N3CCN(C(=O)C4CC4)CC3)C(=O)N(Cc3ccc(Cl)cc3Cl)C1=C[C@H](C1CCCC1)O[C@@H]2C	2.2
COc1ccc(S(=O)(=O)N2CCN(C(=O)c3ccco3)CC2)c(C)c1C	1.8
Cc1ccc(NS(=O)(=O)c2ccc(-c3csc(C)n3)s2)c(C)c1	-0.9
NS(=O)(=O)c1ccc(Nc2nc(-c3ccc4ccccc4c3)cs2)cc1	-1.5
Cc1cccc(NC(=S)NCC(C)CSc2ccc(Cl)cc2)c1 (configuration not stated)	2.7
Cc1ccc2nc(/C(C#N)=C/c3ccc(-c4cccc([N+](=O)[O-])c4)o3)[nH]c2c1	0.2
Cc1ccc(N(C(=O)Cn2nnc(-c3ccccc3)n2)C(C(=O)NC2CCCCC2)c2ccccn2)cc1C (configuration not stated)	-0.8
O=S(=O)(c1ccc2nnn(O)c2c1)N1CCCCC1	1.4
C=CCC(CC=C)(NC(=O)c1cccc(C)c1)c1ccccc1	-0.3
O=C(Nc1ccc2oc(-c3ccncc3)nc2c1)c1ccc(Br)o1	10.2*
Cc1ccc(/C=C2\SC(N3CCCCC3)=NC2=O)cc1	2.7
O=C(Nc1ccccc1)OC1CC2CC1[C@H]1CCCCN1[C@H]2Cc1ccccc1 (some centres not stated)	-0.9
Cc1ccccc1OCC(O)CN1CCN(c2ccccn2)CC1 (configuration not stated)	-2.5
CCN(C[C@H]1N[C@@](C)(C(=O)OC)[C@H]2C(=O)N(Cc3ccccc3)C(=O)[C@@H]12)C(=O)c1ccc(C(C)(C)C)cc1	-1.6
COc1ccc(C(O)(C(C)C)C(CN2CCOCC2)c2ccc(Cl)cc2)cc1 (configuration not stated)	0.1
CN(c1ccccc1)c1nc(N)c([N+](=O)[O-])c(N2CCCCCC2)n1	0.7
O=C(NCC(c1ccc(F)cc1)N1CCOCC1)c1ccc(OCc2ccccc2)cc1 (configuration not stated)	0.6
Cc1ccc(/C=N/NC(=O)C(O)c2ccccc2)o1 (configuration not stated)	0.8
CSc1nc(N)nc2c1ncn2CC(=O)N1CCN(Cc2c(C)cc(C)cc2C)CC1	-1.7
Cc1ccc2[nH]c(C(F)(F)F)cc(=O)c2c1	1.8
COc1ccc(NC(=O)CSCC(=O)Nc2ccc(S(=O)(=O)N3CCCCC3)cc2)cc1	3.6
O=C1/C(=C/c2ccc(O)c([N+](=O)[O-])c2)SC(=S)N1Cc1ccccc1	1.0
O=c1cc[nH]c2c(C(F)(F)F)cccc12	-1.6
CC(C)(C)c1csc(NC(=O)c2cccnc2)n1	0.1
O=S(=O)(c1ccccc1C(F)(F)F)N1CCN(S(=O)(=O)c2ccccc2C(F)(F)F)CC1	-2.0
C=CCc1cccc(C=Nc2c[nH]c(=O)[nH]c2=O)c1O	0.5
NS(=O)(=O)c1ccc(CCNC(=O)c2cncc(Br)c2)cc1	-0.5
O=c1c2cnn(-c3ccccc3)c2nc(-c2cccs2)n1-c1cccc(Cl)c1	-3.3
N#Cc1nc(-c2ccccc2Cl)oc1NCC1CCCO1 (configuration not stated)	-0.5
Cc1csc(NC(=O)CSCC(=O)O)c1-c1nc2ccccc2s1	0.1
Fc1ccc(NC(=S)NC2CC3CCC(C2)N3Cc2ccco2)cc1 (configuration not stated)	1.4
COC(=O)C1[C@H]2SC(C)(C)C(C(=O)OC)N2C(=O)N1Cc1nc2ccccc2s1 (some centres not stated)	-2.4
Cc1cccc(N2C(=O)C3C(c4ccccc4)OC4(C(=O)c5ccccc5C4=O)C3C2=O)c1 (configuration not stated)	-0.3
COc1ccc(Cn2ccc3ccc(-c4ccc5ccn(C(=O)c6ccccc6OC)c5c4)cc32)cc1	-1.5
CC(C)CN(C(=O)C(c1ccccc1)c1ccccc1)c1c(N)n(CC(C)C)c(=O)[nH]c1=O	-0.5
Cc1ccccc1CN1CCNC(=O)C1CC(=O)O (configuration not stated)	-0.1
CCN(C)c1ccc(/C=N\n2nnnc2N)cc1	-0.6
C/C(=N\n1c(C)nc2ccccc2c1=O)c1ccc(N)cc1	-0.7
Cc1ccsc1-c1nc(CN2CCCC2c2ccc(F)cc2)c(C)o1 (configuration not stated)	-0.4
O/N=C/c1cc(Br)ccc1OCc1cccc(F)c1	2.0
COC(=O)c1ccc(NC(=O)c2cccc(NC(=O)c3ccccc3)c2)cc1	-1.1
Cc1nc2ncnn2c(C)c1Cc1c(Cl)cccc1Cl	-1.6
CCc1nnc(NC(=O)CSc2nccn2-c2ccccc2)s1	-2.5
O=C(NCCCO)C(=O)NCc1ccncc1	1.2
CC(=O)Oc1ccc(/C(C)=N/N2CCN(Cc3ccc(C)cc3)CC2)cc1	-0.1
Cc1ccc(SCCC(=O)NCCSCc2ccco2)cc1	0.5
COc1ccc(S(=O)(=O)N2CCCC(C(=O)NCCN3CCOCC3)C2)cc1C (configuration not stated)	-1.1
COc1ccc(NC(=O)C2CCCN(S(=O)(=O)c3ccc(-n4cnnn4)cc3)C2)cc1 (configuration not stated)	0.5
COC(=O)c1ccc(CN(c2ccc(C)cc2)S(=O)(=O)c2ccc3c(c2)OCCO3)o1	-3.5

In a second layout: two of the compounds above
TTR transcr act	Compound
-3.3	O=c1c2cnn(-c3ccccc3)c2nc(-c2cccs2)n1-c1cccc(Cl)c1
-0.4	Cc1ccsc1-c1nc(CN2CCCC2c2ccc(F)cc2)c(C)o1 (configuration not stated)

Screens as filed in PubChem.

These rows are one share of the data. The share of hits here may be higher or lower than overall.
